BLM inh = qHTS Assay for Inhibitors of Bloom's syndrome helicase (BLM); RecQ-like DNA helicase BLM (Homo sapiens), P54132; recombinant BLM DNA unwinding, fluorescence dequenching; Potency, µM (titrated, usually from 56.1 µM), for the others: at the highest dose activity change, negative = inhibition, usual class: inhibitors; actives 0.2% (n = 350,000); AID 2528, 2010;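 also: plate controls were vehicle for no effect and no enzyme for full effect; nearly all actives have a fitted effect of over 35% in size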
POLK inh = qHTS for Inhibitors of Polymerase Kappa. purified Pol kappa, fluorescent DNA synthesis assay, 10 min. actives 0.53% (n = 400,000). AID 588579, 2011. DNA polymerase kappa (Homo sapiens), Q9UBT6. Potency, µM (highest dose often 107 µM), for the others: top-dose activity, negative = inhibition, actives largely listed as inhibitors; also: % is scaled to controls: 0 for no effect and ±100 for the full control effect
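Kinetic fluorescence screen: compound preincubated 15 min RT with 10 nM enzyme; 50 nM substrate (final) initiates; reads at 0/10 min.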
G9a inh = qHTS Assay for Inhibitors of Histone Lysine Methyltransferase G9a | Histone-lysine N-methyltransferase EHMT2 (Homo sapiens), Q96KQ7 | G9a H3K9 monomethylation, AlphaScreen, 2 h | Potency, µM (series often up to 102 µM), for inactives: at the highest dose activity, negative = inhibition, hits mostly inhibitors | actives 8.8% (n = 350,000) | AID 504332, 2011; also: % is scaled to controls: 0 for no effect and ±100 for the full control effect; nearly all actives have a fitted effect of over 75% in size
Target sequence (Q96KQ7 913-1193 limits assumed): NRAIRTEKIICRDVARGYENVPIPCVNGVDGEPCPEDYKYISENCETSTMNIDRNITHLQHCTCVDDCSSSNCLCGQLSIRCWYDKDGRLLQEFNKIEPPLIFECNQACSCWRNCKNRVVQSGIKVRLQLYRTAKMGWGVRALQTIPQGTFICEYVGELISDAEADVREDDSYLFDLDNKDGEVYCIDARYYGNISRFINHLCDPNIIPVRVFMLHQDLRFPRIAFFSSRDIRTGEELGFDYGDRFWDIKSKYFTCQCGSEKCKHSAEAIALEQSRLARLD
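Chemiluminescent proximity detection of H3K9 monomethylation, read after 10 min bead incubation in the dark. Reaction: 20 nM G9a, 500 nM biotin-H3K9 peptide, 20 uM SAM cofactor, 2 h, room temperature, following 15 min enzyme-compound preincubation.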
Pol iota inh = qHTS for Inhibitors of Polymerase Iota; Pol iota fluorescent replication assay, 10 min; Potency, µM (highest dose often 115 µM), inactives show at the top dose activity, negative = inhibition, hits mostly inhibitors; actives 1% (n = 390,000)
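Pol iota at 10 nM preincubated 15 min with compounds at room temperature; reaction started with fluorescent substrate, 50 nM final. Fluorescence read kinetically at 0 and 10 min; buffer-only wells as negative control.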
APE1 inh = qHTS Assay for Inhibitors of the Human Apurinic/apyrimidinic Endonuclease 1 (APE1) | DNA repair nuclease/redox regulator APEX1 (Homo sapiens), P27695 | recombinant APE1, TAMRA/BHQ-2 abasic DNA cleavage fluorescence | Potency, µM (top dose mostly 65.8 µM), without a hit: at the top dose activity change, negative = inhibition, usual class: inhibitors | actives 0.35% (n = 350,000) | AID 2517, 2012;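 also: plate controls were vehicle for no effect and reference inhibitor for full effect; nearly all actives have a fitted effect of over 55% in size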
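Endonuclease cleavage of a quenched abasic-site DNA duplex (50 nM) by APE1 (0.75 nM) was tracked by TAMRA dequenching. Compounds were preincubated with enzyme 15 min at room temperature; data normalized to buffer-only and DMSO wells plus NSC13755 control.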
JMJD2A Tudor = qHTS Assay for Inhibitors of JMJD2A-Tudor Domain. Potency, µM (top dose mostly 114 µM), for the others: top-dose activity change, negative = inhibition, most hits filed as inhibitors. AlphaScreen JMJD2A-Tudor / H3K4me3 peptide binding. actives 4.4% (n = 390,000). Lysine-specific demethylase 4A (Homo sapiens), O75164. AID 504339, 2011; also: % is scaled to controls: 0 for no effect and ±100 for the full control effect; nearly all actives have a fitted effect of over 50% in size
Pol eta inh = qHTS for Inhibitors of Polymerase Eta; actives 1.2% (n = 390,000); AID 588591, 2011; DNA polymerase eta (Homo sapiens), Q9Y253; Potency, µM (series often up to 114 µM), for inactives: top-dose activity change, negative = inhibition, actives largely listed as inhibitors; recombinant Pol eta, fluorescent DNA replication assay; also: % is scaled to controls: 0 for no effect and ±100 for the full control effect
Target sequence (Q9Y253 whole entry, looked up): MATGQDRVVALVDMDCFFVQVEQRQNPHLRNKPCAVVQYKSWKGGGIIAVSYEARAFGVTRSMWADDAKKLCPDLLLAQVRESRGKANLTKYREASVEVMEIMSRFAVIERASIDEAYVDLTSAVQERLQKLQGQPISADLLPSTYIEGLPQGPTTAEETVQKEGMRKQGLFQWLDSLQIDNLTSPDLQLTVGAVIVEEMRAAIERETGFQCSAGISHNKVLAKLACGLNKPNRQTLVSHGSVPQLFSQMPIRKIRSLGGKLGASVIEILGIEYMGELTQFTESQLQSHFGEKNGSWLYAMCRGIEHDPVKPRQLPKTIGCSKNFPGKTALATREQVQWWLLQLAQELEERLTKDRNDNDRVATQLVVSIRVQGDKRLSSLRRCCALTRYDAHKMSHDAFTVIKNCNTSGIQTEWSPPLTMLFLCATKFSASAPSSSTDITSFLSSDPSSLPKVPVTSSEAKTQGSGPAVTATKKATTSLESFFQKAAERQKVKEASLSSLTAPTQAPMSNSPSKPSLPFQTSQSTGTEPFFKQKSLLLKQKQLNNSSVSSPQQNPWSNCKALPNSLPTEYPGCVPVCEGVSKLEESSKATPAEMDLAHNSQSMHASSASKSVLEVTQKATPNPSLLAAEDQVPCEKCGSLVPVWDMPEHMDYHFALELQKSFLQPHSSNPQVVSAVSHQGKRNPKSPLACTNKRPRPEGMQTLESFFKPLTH
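Fluorescent replication assay: 50 nM final substrate added after a 15 min room-temperature compound preincubation with 10 nM enzyme. Signal taken at 0 min and again at 10 min.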
Pol beta inh = qHTS Assay for Inhibitors of DNA Polymerase Beta | Pol beta primer extension/strand displacement, fluorescence kinetic | Potency, µM (highest dose often 114 µM), inactives show at the top dose activity change, negative = inhibition, hits mostly inhibitors | actives 1.3% (n = 340,000) | P06746; also: % is scaled to controls: 0 for no effect and ±100 for the full control effect
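Pol beta (10 nM) and compounds were preincubated 15 min at room temperature, then 50 nM substrate (final) started primer extension/strand displacement. Reads were taken at 0 and 10 min; concentration-response data were fitted to a four-parameter Hill equation.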
BAZ2B inh = qHTS Assay for Inhibitors of BAZ2B; Bromodomain adjacent to zinc finger domain protein 2B (Homo sapiens), Q9UIF8; AlphaScreen BAZ2B-H3K14Ac peptide displacement; Potency, µM (doses to about 114 µM), inactives show top-dose activity change, negative = inhibition, hits mostly inhibitors; actives 4.4% (n = 360,000); also: % is scaled to controls: 0 for no effect and ±100 for the full control effect; nearly all actives have a fitted effect of over 60% in size
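In this displacement format the biotinylated H3(5-23) peptide acetylated at Lys14 serves as ligand at 50 nM, with BAZ2B at 50 nM in PBS pH 7.4 containing 0.01% Tween-20. Donor and acceptor beads are 10 ug/mL final.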
Starred values were filed as active, the others as inactive; ? = inconclusive; / = no result given; & = joins results of further samples; [ ] = remark or other dose. Calls follow the shape of the dose curve; as a rule, active = well fitted curve in the direction sought with a large enough effect; inconclusive = small, poorly fitted or top-dose-only effect, or another doubt; inactive = no such curve, though single readings can be large; an effect the other way counts as inactive or inconclusive. Potency is read from the fitted curve at half-maximal effect.

SMILES	BLM inh	POLK inh	G9a inh	Pol iota inh	APE1 inh	JMJD2A Tudor	Pol eta inh	Pol beta inh	BAZ2B inh
CC(=O)C1=C(C)OC(N)=C(C#N)C1c1ccncc1 (stereo not given)	-2%	-17%	?	22%	1%	-5%	4%	-16%	9%
Cn1ccsc1=NC(=O)c1cccc(C#N)c1	1%	0%	3%	17%	5%	-1%	-12%	0%	6%
O=C1COc2cc(S(=O)(=O)NCc3ccco3)c(Cl)cc2N1	-12%	1%[60.1 µM]	?	?	-20%	-21%	/	-29%	50µM*
COC(=O)c1nonc1NCn1nnc2ccccc21	-1%	-9%	18%[0.501 µM]	9%	-3%	-6%	3%	11%	-4%
N#CC1=C(N)N(c2ccccc2)C2=C(C(=O)CCC2)C1c1ccsc1 (stereo not given)	-6%	-17%	-9%[59 µM]	?	-3%	-27%	-5%	25%	-10%
O=C(CSc1nc2c(cnn2-c2ccccc2)c(=O)[nH]1)NC1CCS(=O)(=O)C1 (stereo not given)	-11%	-2%	-43%[59 µM]	9%	18%	0%	-16%	-2%	-10%
Cc1c(C(=O)OCC(=O)N2CC(C)OC(C)C2)oc2ccc(Br)cc12 (stereo not given)	7%	-3%	?	11%	5%	-10%	-13%	2%	-34%
CCc1nc(Nc2ccccc2OC)c2oc3ccccc3c2n1	-9%	7%	50µM*	-24%	11%	4%	-19%	-14%	-3%
COc1ccc(C)cc1N(CC(=O)Nc1cccnc1)S(=O)(=O)c1ccc(C)cc1	-5%	-4%	/	7%	8%	-21%	-6%	4%	-1%
Cc1nn(-c2cccc(C(F)(F)F)c2)c(=O)c2ccccc12	2%	-3%	7%[0.501 µM]	115%[activator]	-15%	9%	-21%	50%	8%
Nc1c2c(nc3sc4c(c13)CCCC4)CCCCCC2	-8%	8%	-5%[59 µM]	15%	0%	-25%	-3%	36%	-2%
O=S(=O)(Nc1cccc2ccccc12)c1cccs1	-8%	-3%	6%[12.7 µM]	16%	-9%	0%	-22%	1%	-11%
O=C(c1ccc2c(c1)N(Cc1ccc(Cl)cc1)C(=O)c1ccccc1S2(=O)=O)N1CCc2ccccc21	-4%	-5%	-7%[59 µM]	9%	/	-21%	-12%	21%	-32%
C=CCn1c(SCc2cc([N+](=O)[O-])cc3c2OCOC3)nc2cc(C(=O)O)ccc2c1=O	0%	-7%	-5%	?	0%	-23%	-15%	0%	-21%
Cc1ccc(CC(=O)Nc2ccncc2)cc1	-6%	-3%	50µM*	5%	9%	-23%	1%	36%	15%
O=C(CCn1c(=O)oc2ccccc21)N1CCc2ccccc21	1%	5%	-37%[59 µM]	6%	0%	-2%	-11%	43%	22%
Cc1ccc(C2NC(=S)NC3=C2C(=O)CC(C)(C)C3)cc1 (stereo not given)	-3%	4%	-3%	13%	0%	16%	-21%	-11%	-22%
COc1ccc(C(=O)O)cc1S(=O)(=O)Nc1ccc(Oc2ccccc2)cc1	/	0%	4%[12.7 µM]	23%	-11%	-6%	-7%	/	11%
CC(C)Oc1ccc(S(=O)(=O)N2CCOCC2)cc1NC(=O)Cc1cccs1	/	-3%	-30%	4%	-5%	-16%	-8%	/	8%
CN1C(=O)C2CN(CCc3ccccc3)CNC2N(C)C1=O (stereo not given)	2%	1%	12%	32%[activator]	3%	-2%	0%	-2%	25%
COc1cc(NC(=O)Cn2cnc3c2c(=O)n(C)c(=O)n3C)c(OC)cc1Cl	-2%	-9%	-34%[59 µM]	-17%	/	-17%	-1%	26%	-3%
COc1ccccc1CNC(=O)COc1cc(=O)n(C)c2ccccc12	0%	-3%	3%[59 µM]	1%	/	-14%	-12%	1%	-7%
Cc1noc(C)c1CN(C(=S)NC1CC2CCC1C2)c1ccccc1 (stereo not given)	-7%	-5%	71%[activator]	39%[activator]	15%	12%	-18%	9%	13%
CCOC(=O)COc1ccc(S(=O)(=O)NCc2ccco2)cc1	-6%	?	-1%[12.7 µM]	?	-10%	-22%	?	-19%	-24%
COc1ccccc1C(=O)COC(=O)/C(=C/c1ccccc1)NC(C)=O	/	-6%	?	9%	-15%	-5%	-2%	/	-4%
O=C(CNC(=O)c1ccccc1F)OCc1nc2ccc(Cl)cc2n1CCO	/	-14%	7%[12.7 µM]	-2%	-15%	-4%	-3%	/	-4%
Cc1c(C(c2cc(O)ccc2O)c2c(C)n(C)n(-c3ccccc3)c2=O)c(=O)n(-c2ccccc2)n1C	/	-11%	/	-14%	/	?	-2%	/	/
COc1ccc2[nH]cc(CCn3ccc(O)c(C/C=C/c4ccccc4)c3=O)c2c1	-10%	-21%	?	64%[activator]	-5%	?	-3%	-10%	?
COC(=O)c1ccc(C(=O)OCc2nc3cc4ccccc4cc3[nH]2)cc1	-2%	-4%	-6%[59 µM]	?	-5%	-8%	?	-20%	6%
CCc1ccc2nc(N3CCC(C(=O)O)CC3)sc2c1	-1%	-4%	-23%[59 µM]	22%	/	3%	-24%	0%	1%
Cc1ccn2c(NC3CCCCC3)c(C(C)C)nc2c1	4%	-15%	?	9%	-5%	-18%	-14%	21%	4%
COc1ccc(CNC(=O)Nc2ccc([N+](=O)[O-])cc2)cc1	0%	1%&-6%	/	20%&-7%	14%	-14%&-16%	-16%	/	/
COc1ccc(OCCCC(=O)Nc2cccc(C(C)=O)c2)cc1	-2%	-1%	-8%	7%	1%	1%	-5%	5%[57.1 µM]	29%
O=C(CSc1nnc(-c2ccccc2O)o1)NC1CCCCC1	0%	0%	?	22%	20%	12%	-16%	18%	-18%
COc1ccccc1Oc1ncnc2sccc12	-3%	-1%	7%[12.7 µM]	77%[activator]	2%	5%	0%	-1%	-3%
CSCCC1NC(=O)N(CC(=O)Nc2cccc(S(=O)(=O)N3CCCCCC3)c2)C1=O (stereo not given)	/	-7%	/	33%[activator]	6%	-27%	?	/	/
CC(=O)COC(=O)CNC(=O)c1ccc(Br)cc1	-3%	3%	15%[59 µM]	-6%	0%	-12%	-9%	0%	7%
CSCC[C@H](N)C(=O)NCC1CCC(C(=O)Nc2ccc3c(c2)OCO3)CC1 (stereo not given in full)	-4%	-6%	-5%[12.7 µM]	1%	20%	-10%	-10%	15%	-12%
CCOc1ccc2[nH]c(=O)c(C(c3nnnn3CCOC)N3CCOCC3)cc2c1 (stereo not given)	-1%	-3%	8%[2.33 µM]	-14%	3%	14%	-13%	-27%	-1%
CCN1CCC2(CCN(Cc3cn[nH]c3-c3ccc(OC)c(F)c3)C2)C1 (stereo not given)	-6%	12%[60.1 µM]	0%	-8%	1%	3%	-16%	7%	-3%
COc1cc2oc3ccccc3c2cc1N(CC(=O)N1CCCCC1)S(=O)(=O)c1ccc(C)cc1	-4%	-6%	-2%[59 µM]	4%	-5%	-21%	-11%	23%	-28%
COc1ccc(NC2CCCN(C(=O)Cn3ccc(C)n3)C2)cc1OC (stereo not given)	-13%	-24%	/	17%	1%	-12%	-4%	13%	-8%
O=C(CC(=O)Nc1ccccn1)Nc1ccccn1	-3%	-6%	27%	27%	-5%	-20%	6%	10%	2%
CCOC(=O)CC1CCCCN1C(=O)CCCn1nnnc1CN1CCOCC1 (stereo not given)	0%	-12%	/	7%	-7%	-2%	-7%	24%	-11%
O=C(O)CCN1C(=O)c2ccc(NC(=O)CSCc3ccccc3)cc2C1=O	-1%	-8%	1%[59 µM]	10%	-1%	1%	-18%	6%	4%

Overlap with the part before: 4 compounds; new compounds follow.
SMILES	BLM inh	POLK inh	G9a inh	Pol iota inh	APE1 inh	JMJD2A Tudor	Pol eta inh	Pol beta inh	BAZ2B inh
COc1ccc(NC2CCCN(C(=O)Cn3ccc(C)n3)C2)cc1OC (stereo not given)	-13%	-24%	/	17%	1%	-12%	-4%	13%	-8%
O=C(CC(=O)Nc1ccccn1)Nc1ccccn1	-3%	-6%	27%	27%	-5%	-20%	6%	10%	2%
CCOC(=O)CC1CCCCN1C(=O)CCCn1nnnc1CN1CCOCC1 (stereo not given)	0%	-12%	/	7%	-7%	-2%	-7%	24%	-11%
O=C(O)CCN1C(=O)c2ccc(NC(=O)CSCc3ccccc3)cc2C1=O	-1%	-8%	1%[59 µM]	10%	-1%	1%	-18%	6%	4%
O=C(CSc1n[nH]c(-c2ccccc2Cl)n1)NCc1ccc(F)cc1	-2%	-7%[60.1 µM]	5%[59 µM]	-16%	/	-11%	-3%	0%	3%
COc1ccc(-c2nnc(SCC(=O)Nc3cccc(C(F)(F)F)c3)s2)cc1	-8%	-2%[60.1 µM]	10%[59 µM]	-2%	/	-4%	-10%	-5%	5%
CCCS(=O)(=O)N1CCC(C(=O)NCCCN2CCC(Cc3ccccc3)CC2)CC1	1%	-4%	23%[59 µM]	12%	4%	-11%	-7%	1%	3%
CCC(=O)Nc1ccc(NC(=O)c2cc3ccccc3o2)cc1	-3%	-4%	3%[59 µM]	7%	-5%	-4%	-10%	-22%	2%
CC(NC(=O)CCc1nnc(C2CCCCC2)o1)c1ccc(F)cc1 (stereo not given)	-2%	-23%	/	-3%	24%	-7%	-9%	27%	-2%
COc1ccc(OC)c(S(=O)(=O)Nc2cccc(F)c2)c1	-3%	-7%	27%[59 µM]	17%	1%	-11%	-12%	2%	-24%
CCNC(=O)NC(=O)C(C)Sc1ccc2c(c1)OCCO2 (stereo not given)	-4%	-7%	2%[59 µM]	-3%	0%	-10%	-11%	9%	-2%
CCOC(=O)c1c(S(=O)(=O)NCC(C)c2ccccc2)c(C)n(C)c1C (stereo not given)	-5%	-9%	8%[59 µM]	-6%	3%	-30%	-11%	4%	?
Cc1cc[n+](-c2[nH]c(=O)sc2/C=N/N=C(\[O-])c2ccncc2)cc1C	-10%	-5%	-6%	1%	-38%	-7%	0%	4%	?

Assay outcomes as filed in PubChem.

Only part of the results is shown (hit frequency here may not be typical).
